High-throughput results: PubChem, several laboratories
aDG glyco up – increases alpha dystroglycan glycosylation. Pro5-aDG cells, alpha-DG glycosylation AlphaScreen (IIH6); 0% Pro5, 100% B10-LARGE cell signal. activation, % at 10 µM. 360,000 compounds, 0.22% hits. AID 624168;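 active means activation of at least 8% versus controls, or a plate z-score of at least 8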;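 further: Pro5 are CHO cells carrying HIG-tagged alpha-DG that lacks glycosylation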
MC4R ag barr – human MC4R agonism via beta-arrestin; AID 540308; 360,000 compounds, 0.98% hits; activation, % at 8.9 µM; U2OS MC4R beta-arrestin complementation, luminescence; percent of melanotan II response, DMSO zero; P32245;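 active means activation above a per-plate cutoff, the mean activation of sample wells on that plate plus 3 SD, cut at about 8% in these data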
Glyco luc inh – N-linked glycosylation inhibition; AID 588692; D54 ERlucT glycosylation luciferase reporter, 24 h; percent of 100 nM tunicamycin response; reporter increase, % at 12.5 µM; 360,000 compounds, 0.23% hits;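 active means mean luciferase reporter signal, scaled so untreated is 0 and the glycosylation-blocking control 100, at or above a set limit in every replicate; inconclusive means mean reaches the limit but not every replicate does; inactive means mean below the limit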;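 further: luciferase carries N-glycosylation sites so blocking glycosylation raises the light; 0% = median of neutral control wells and 100% = median of 100 nM tunicamycin wells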
MC4R antagonist – blocks human MC4R cAMP signaling; MC4R-expressing cells, MTII-stimulated cAMP, LANCE TR-FRET; 360,000 compounds, 0.48% hits; P32245; inhibition, % at 6.5 µM;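 active means inhibition above its plate's cutoff, the mean of tested wells on that plate plus 3 SD, cut at about 29% in these data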;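 further: 0% = Melanotan II alone and 100% = Melanotan II plus saturating MCL0020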
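Material: human MC4R-expressing U2OS cells. Probe or stimulus: Melanotan II challenge. Dosing: 6.5 µM single dose. Times: 30-min compound, 1-h challenge, 1-h detection, room temperature. Technique: TR-FRET with Eu-cAMP and labeled anti-cAMP, 671 nm. Replication: singlicate.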
ABHD5-PLIN5 inh – inhibitors of human ABHD5-perilipin-5 interaction | Q00G26+Q8WTS1 | Split G. princeps luciferase complementation, luminescence, 4 h | inhibition, % at 4 µM | 360,000 compounds, 0.78% hits | AID 602281;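 active means inhibition above the mean inhibition across every tested compound plus 3 SD, cut at about 22% in these data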;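 further: 0% = DMSO only wells and the 100% control is not disclosed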
Vif imaging – inhibitors of HIV Vif; HEK293T cells, Vif self-association by quenched fluorescence, imaging, 24 h; inhibition, % at 7.49 µM; 340,000 compounds, 0.35% hits; AID 602346; in the data active means inhibition above about 50%, passing the limit was not always enough; inconclusive means no clear call, values can overlap the other calls; inactive means below about 31%; further: some results filed as inactive read as strong as hits
ABCB6 inh 2 – inhibitors of human ABC transporter ABCB6. Q9NP58. K562-ABCB6 porphyrin accumulation, flow cytometry, 1 h; active compounds read low. fluorescence ratio to DMSO, % at 10 µM. 360,000 compounds, 0.19% hits;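 active means fluorescence ratio to DMSO below 75%, the collection mean minus 3 SD; inconclusive means too few cells collected in the well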;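 further: signal is porphyrin accumulated inside mitochondria; 100% equals median channel fluorescence of DMSO control wells; lower ratio means ABCB6 inhibition with less porphyrin fluorescence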
Target sequence (Q9NP58 whole entry, looked up): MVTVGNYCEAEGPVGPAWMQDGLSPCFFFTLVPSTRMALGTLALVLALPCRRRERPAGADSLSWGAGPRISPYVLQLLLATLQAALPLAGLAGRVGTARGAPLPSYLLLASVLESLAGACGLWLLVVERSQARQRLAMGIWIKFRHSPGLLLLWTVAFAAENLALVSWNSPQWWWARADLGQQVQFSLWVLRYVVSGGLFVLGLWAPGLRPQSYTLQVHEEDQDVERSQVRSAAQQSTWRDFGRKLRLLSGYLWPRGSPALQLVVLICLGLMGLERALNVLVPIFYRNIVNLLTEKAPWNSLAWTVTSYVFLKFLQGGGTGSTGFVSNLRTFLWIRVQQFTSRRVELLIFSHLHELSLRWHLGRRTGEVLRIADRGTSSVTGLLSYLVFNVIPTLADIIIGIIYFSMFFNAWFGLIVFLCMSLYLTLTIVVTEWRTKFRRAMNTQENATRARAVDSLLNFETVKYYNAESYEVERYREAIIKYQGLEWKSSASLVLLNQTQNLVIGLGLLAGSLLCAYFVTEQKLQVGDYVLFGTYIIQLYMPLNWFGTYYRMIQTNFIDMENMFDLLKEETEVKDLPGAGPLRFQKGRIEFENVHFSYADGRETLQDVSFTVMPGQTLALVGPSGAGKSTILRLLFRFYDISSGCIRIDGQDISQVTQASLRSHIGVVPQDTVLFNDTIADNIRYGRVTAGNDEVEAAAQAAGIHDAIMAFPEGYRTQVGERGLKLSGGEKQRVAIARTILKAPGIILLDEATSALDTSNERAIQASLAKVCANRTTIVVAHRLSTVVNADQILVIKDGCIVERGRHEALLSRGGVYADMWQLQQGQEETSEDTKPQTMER
TLR9-MyD88 inh – blocks human TLR9 binding to MyD88 | Q9NR96+Q99836 | CHO BLA complementation TLR9-MyD88, CCF4 FRET ratio | inhibition, % at 4.98 µM | 340,000 compounds, 0.21% hits | AID 504734;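 active means inhibition above the mean over all tested compounds plus 3 SD, cut at about 21% in these data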;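 further: 0% = DMSO only wells and 100% = clavulanate BLA inhibitor control wells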
Granule exo inh – lytic granule exocytosis inhibition | 360,000 compounds, 0.66% hits | inhibition, % at 10 µM | AID 651702 | TALL-104 LAMP-1 surface exposure, flow cytometry; cells stimulated with thapsigargin and PMA;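 active means inhibition above about 55%, limit read from the data; inconclusive means no clear call, values can overlap the other calls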
NOD2-RIPK2 inh – inhibitors of human NOD2-RIPK2 interaction; O43353; CHO BLA complementation NOD2-RIPK2, CCF4 ratio; inhibition, % at 4.98 µM; 360,000 compounds, 0.38% hits; AID 624267; in the data active means inhibition above about 21%;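 further: 0% = vehicle only and 100% = reference blocker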
Active calls of the source: *; ? = inconclusive; nt = no result given. Not all compounds are listed. The share of hits here may be higher or lower than overall.

nr	aDG glyco up	MC4R ag barr	Glyco luc inh	MC4R antagonist	ABHD5-PLIN5 inh	Vif imaging	ABCB6 inh 2	TLR9-MyD88 inh	Granule exo inh	NOD2-RIPK2 inh	SMILES
1	-0.2	-1.0	2.0	5.0	-5.8	-2.3	99.0	-6.6	-1.7	-14.1	CC1(C)Cc2c(sc(NC(=O)C(=O)NCC3CCCO3)c2C(N)=O)CO1 (configuration not stated)
2	0.3	-0.8	3.2	1.9	-0.3	-5.8	96.0	-14.5	0.6	-8.0	COC(=O)c1cc(NC(=O)c2cccc(F)c2)cc(C(=O)OC)c1
3	0.4	-2.4	-14.3	-20.4	-9.8	2.9	99.0	9.1	?	5.9	CN(C)c1ccc(-c2nc3ccccn3c2/N=C/c2ccc(Br)cc2)cc1
4	-0.2	-0.9	0.5	4.4	2.5	3.8	94.0	4.3	-3.4	-3.0	O=C(CCC1CC(=O)Nc2ccccc21)NCc1cccnc1 (configuration not stated)
5	0.1	0.8	0.1	3.4	1.3	-0.4	106.0	-8.5	-1.1	0.5	CN(C(=O)c1ccc(NC(=O)Cc2cccc(NC(=O)C3CCCN(C(=O)C4CCC4)C3)c2)cc1)C1CC1 (configuration not stated)
6	0.0	0.9	0.5	-0.4	5.8	1.3	100.0	-2.1	1.8	-6.3	CCOC(=O)c1c(C)[nH]c(C(=O)N2CCN(CC)CC2)c1C
7	0.3	-2.2	0.8	12.7	2.8	-5.0	97.0	-4.1	-0.4	3.5	COc1ccccc1/C=C/C(=O)Nc1ccc(N2CCOCC2)cc1
8	2.2	-1.0	0.6	2.0	-4.3	-24.2	102.0	-0.1	1.6	-4.4	Cc1cc(O)cc(O)c1-c1onc(C(F)(F)F)c1-c1cscn1
9	-0.3	-2.4	-0.3	5.6	1.1	-7.4	95.0	3.5	3.7	-6.7	COc1c(N)c2c(c([N+](=O)[O-])c1OC)C(=O)OC2
10	-0.3	-1.7	-0.6	3.9	4.2	0.0	97.0	3.7	8.2	-8.9	CCOc1cc(N2CCOCC2)c(OCC)cc1NC(=O)c1ccc(-n2ccnc2)c([N+](=O)[O-])c1
11	-0.1	-2.1	0.7	-8.6	-5.1	2.8	100.0	-1.8	2.4	4.2	O=C(CN1C(=O)NC2(CCCCCCC2)C1=O)N1CCN(C(=O)c2ccco2)CC1
12	-0.4	-0.5	-8.7	-2.5	-16.6	0.8	98.0	-13.0	-3.5	1.9	Cc1ccc(NC(=O)/C(=C/c2cccc([N+](=O)[O-])c2)NC(=O)C2CCCCC2)c(C)c1
13	0.1	nt	nt	nt	18.3	nt	96.0	nt	0.3	5.1	CCOC(=O)N1CCN(C(c2ccnc3ccccc23)c2nnnn2-c2c(C)cccc2C)CC1 (configuration not stated)
14	0.3	-2.2	0.0	2.5	-1.9	-12.7	95.0	13.4	5.6	0.1	Cc1ccc(OCC(=O)Nc2cccc(S(=O)(=O)N3CCCCCC3)c2)cc1C
15	0.1	-1.5	-1.4	1.3	0.5	-6.1	101.0	-5.5	-8.9	3.3	COc1cccc2[nH]c(C(=O)NCc3ccccc3)cc12
16	-0.1	1.3	-4.3	18.0	3.0	-13.1	101.0	-4.0	-2.1	4.9	Fc1ccc(N2CCN(c3ncnc4nc[nH]c34)CC2)cc1
17	-0.2	-0.1	-0.6	2.6	10.8	-0.6	105.0	-12.2	4.8	-8.8	CCc1ccc(OC)c(S(=O)(=O)NCc2cccs2)c1
18	0.3	3.2	-2.8	-4.2	11.8	7.5	92.0	-10.2	4.4	0.9	O=C(NCCCc1ccccc1)c1cnc2n(c1=O)CCS2
19	-0.1	-1.3	-1.0	-1.6	-2.1	1.6	96.0	-4.4	12.5	1.8	N#C/C(C(N)=O)=C1/SC(Cc2ccc(F)cc2)C(=O)N1c1ccccc1 (configuration not stated)
20	0.1	2.0	1.3	-2.8	12.9	-2.3	95.0	-5.0	-2.6	-3.1	CCOC(=O)c1ccccc1NC(=O)CSc1nnnn1C
21	0.1	-4.8	-0.7	22.2	-8.1	1.9	94.0	-2.6	2.6	-8.6	COc1cc([N+](=O)[O-])ccc1NC(=S)N1CCOCC1
22	-0.2	0.4	-0.4	9.7	6.0	20.8	101.0	3.4	-2.3	-2.6	Oc1ccccc1C1=NC(c2ccccc2)NC(c2ccccc2)C1 (configuration not stated)
23	0.0	-1.9	1.0	2.3	-2.9	nt	95.0	-10.9	-4.0	-1.9	Cc1cc(C)cc(N2C(=O)CC(N3CCOCC3)C2=O)c1 (configuration not stated)
24	-0.1	0.3	-1.5	2.1	-4.8	6.8	96.0	nt	1.7	-2.9	O=C(Nc1ccc(N2CCOCC2)cc1)c1csc([C@H]2C[C@H](O)[C@@H](CO)O2)n1
25	0.1	-4.0	-2.7	3.7	1.1	-5.7	96.0	-16.1	26.3	-2.3	O=C(Nn1c(Cc2ccccc2)nc2ccccc2c1=O)c1c(O)c2cccc3c2n(c1=O)CCC3
26	0.1	0.2	1.0	1.1	1.5	nt	99.0	-3.5	8.6	7.3	CCC(C)(C)NC(=O)C(NS(=O)(=O)c1cccs1)c1ccccc1 (configuration not stated)
27	-0.3	1.8	1.4	3.8	0.4	-3.2	110.0	3.5	-6.6	0.4	COc1ccc(C(=O)OCC(=O)Nc2ccc([N+](=O)[O-])cc2OC)c(O)c1
28	0.0	0.0	1.9	10.9	-3.1	0.5	86.0	-4.6	0.9	6.1	CC1(C)CC(=O)C2=C(C1)N(c1ncn[nH]1)C(N)=C(C#N)C2c1ccccc1 (configuration not stated)
29	-0.2	-1.9	-0.4	2.1	-7.1	nt	94.0	-5.0	0.1	-1.0	CC(C)[C@H](NC(N)=O)C(=O)Nc1ccc2c(c1)CCC2
30	-0.3	2.8	-1.6	9.2	-4.8	-10.1	95.0	-12.5	18.5	-4.2	Cc1ccc(NS(=O)(=O)c2c(C)[nH]c(C)c2C(=O)N2CCCCC2)cc1Cl
31	-0.2	-1.9	1.5	11.4	-9.5	2.1	87.0	3.3	0.7	1.7	C/C(Cl)=C/Cn1c(SCCN2CCOCC2)nc2c1c(=O)[nH]c(=O)n2C
32	1.3	-1.7	3.0	-1.2	21.4	-3.8	93.0	-10.5	58.1*	-2.0	COc1cc(C(c2nnnn2C(C)(C)C)N2CCN(c3nc4ccccc4s3)CC2)ccc1O (configuration not stated)
33	0.0	-0.1	-2.1	6.0	-8.2	11.3	95.0	8.0	-1.1	6.2	CC(NC(=O)c1ccc(F)cc1Cl)C1CC2CCC1C2 (configuration not stated)
34	0.0	0.3	2.3	-1.2	0.7	5.9	101.0	-10.6	2.0	-12.1	CN(C)C(=O)CN1C(=O)NC2(CCCc3ccccc32)C1=O (configuration not stated)
35	0.8	0.6	-0.7	10.1	-1.0	-23.5	96.0	-5.6	-2.6	-5.2	COc1ccc(C(=O)N2CCN(Cc3ccc4c(c3)OCO4)CC2)cc1[N+](=O)[O-]
36	-0.2	-3.2	8.0	20.2	49.2*	3.2	104.0	16.2	2.2	45.0*	Cc1[nH]c2ccccc2c1C1=CC(=O)C=CC1=O

Profiles, quoted from the list:
`O=C(Nn1c(Cc2ccccc2)nc2ccccc2c1=O)c1c(O)c2cccc3c2n(c1=O)CCC3` across the screens: aDG glyco up: 0.1; MC4R ag barr: -4.0; Glyco luc inh: -2.7; MC4R antagonist: 3.7; ABHD5-PLIN5 inh: 1.1; Vif imaging: -5.7; ABCB6 inh 2: 96.0; TLR9-MyD88 inh: -16.1; Granule exo inh: 26.3; NOD2-RIPK2 inh: -2.3
`COc1ccc(C(=O)N2CCN(Cc3ccc4c(c3)OCO4)CC2)cc1[N+](=O)[O-]` across the screens: aDG glyco up: 0.8; MC4R ag barr: 0.6; Glyco luc inh: -0.7; MC4R antagonist: 10.1; ABHD5-PLIN5 inh: -1.0; Vif imaging: -23.5; ABCB6 inh 2: 96.0; TLR9-MyD88 inh: -5.6; Granule exo inh: -2.6; NOD2-RIPK2 inh: -5.2

(more compounds)
nr	aDG glyco up	MC4R ag barr	Glyco luc inh	MC4R antagonist	ABHD5-PLIN5 inh	Vif imaging	ABCB6 inh 2	TLR9-MyD88 inh	Granule exo inh	NOD2-RIPK2 inh	SMILES
37	0.5	-1.4	-0.3	3.5	-11.8	1.6	100.0	-3.5	4.6	-10.7	CCc1cccc(NC(=S)Nc2cccc3ccccc23)c1
38	-0.1	-1.6	3.8	-0.3	-0.6	nt	94.0	-1.0	2.2	-8.3	COc1ccccc1CCC(=O)Nc1cccc(S(=O)(=O)N2CCCC2)c1
39	0.1	0.5	-0.3	8.6	4.4	-2.8	96.0	8.0	-5.5	0.8	O=[N+]([O-])c1ccc(CN2CCN(c3ncccn3)CC2)cc1
40	0.3	-0.1	-0.6	-3.3	2.1	nt	100.0	-2.5	6.2	8.1	N#C/C=C(/N)N1CCN(c2ccc(Cl)c(Cl)c2)CC1
41	-0.1	3.1	-0.3	1.9	11.0	2.4	98.0	-8.8	2.3	8.7	CCn1c(SCC(=O)c2ccc(Cl)cc2)nnc1C(C)C
42	-0.1	-3.3	0.5	-2.1	-0.6	0.8	95.0	12.9	1.4	-5.5	CC(=O)Nc1ccc(NC(=O)CCC(=O)NCCO)cc1
43	0.0	-0.7	0.2	-3.4	-0.2	-9.6	100.0	-7.4	3.9	-5.3	COc1ccc(CCNC(=O)C2CCN(C(=O)c3ccc(OC)c(OC)c3)CC2)cc1
44	0.1	-1.6	1.1	5.2	3.0	5.4	102.0	-6.4	4.9	-2.5	CN1C2=C(C(=O)CC(C)(C)C2)C(c2cccs2)C2=C1CC(C)(C)CC2=O

Arranged by value in TLR9-MyD88 inh (high to low): 3 from the list above.
nr	aDG glyco up	MC4R ag barr	Glyco luc inh	MC4R antagonist	ABHD5-PLIN5 inh	Vif imaging	ABCB6 inh 2	TLR9-MyD88 inh	Granule exo inh	NOD2-RIPK2 inh	SMILES
42	-0.1	-3.3	0.5	-2.1	-0.6	0.8	95.0	12.9	1.4	-5.5	CC(=O)Nc1ccc(NC(=O)CCC(=O)NCCO)cc1
3	0.4	-2.4	-14.3	-20.4	-9.8	2.9	99.0	9.1	?	5.9	CN(C)c1ccc(-c2nc3ccccn3c2/N=C/c2ccc(Br)cc2)cc1
44	0.1	-1.6	1.1	5.2	3.0	5.4	102.0	-6.4	4.9	-2.5	CN1C2=C(C(=O)CC(C)(C)C2)C(c2cccs2)C2=C1CC(C)(C)CC2=O
